PNC inhibitor = inhibitors of perinucleolar compartment assembly. PC3M PTB-GFP, PNC prevalence imaging, 16 h; active compounds read low. 140,000 tested, 3.1% active. AID 2417. activity change (PNC), negative = inhibition, % at 10 µM;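 active means readout at or below -70, meaning at least 70% loss of cells showing the perinucleolar compartment, a nuclear body marking cancer cells; inconclusive means readout between -30 and a set limit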;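 further: plate controls were DMSO wells for no effect and camptothecin positive control wells for full effect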
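Compounds are pinned in duplicate onto adhered PC3M cells stably expressing GFP-tagged PTB and incubated 16 h at 37 C. Cells are then fixed, nuclei stained with Hoechst, and PNC-positive cells counted.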
IMPase inh = IMPase inhibition in cells. CHO-M1 cells, IP1 accumulation, HTRF TR-FRET ratio. P97697. 120,000 tested, under 10 active. inhibition (IP1 accumulation), % at 46.1 µM; active means well fitted curve in the direction sought with a large enough effect in the signal ratio, not every such curve was filed as active; inconclusive means small, poorly fitted or top-dose-only effect, or a change in a side signal; inactive means no such curve, though single readings can be large or run the other way; the % refers to the signal ratio;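 further: cells stimulated with carbachol in lithium chloride buffer; plate controls were DMSO basal wells for no effect and reference inhibitor wells for full effect; higher means more IMPase inhibition seen as more IP1 and lower FRET ratio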
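Measured: the HTRF emission ratio (665/620 nm) plus the 620 nm donor channel, each fitted to the Hill equation to give AC50. Cells were CHO-M1 given compounds up to 46 uM and a 30 min carbachol stimulation at 37C.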
ALOX12 inhib = inhibitors of human 12-lipoxygenase (ALOX12). 150,000 tested, 0.12% active. Potency, µM (top dose mostly 57.1 µM), inactives show top-dose activity change, negative = inhibition, actives largely listed as inhibitors. P18054. purified 12-hLO, xylenol orange hydroperoxide absorbance; further: potency means the concentration at half of the fitted maximal effect; nearly all actives have a fitted effect of over 55% in size; many of its hits are not listed in these tables
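Hydroperoxide output read as Fe(III)-xylenol orange absorbance, 573-to-405 nm ratio, after 30 min reaction with 40 uM arachidonic acid. Enzyme: 150 nM purified human 12hLO, 15 min compound preincubation; 25 mM Hepes pH 7.0, room temperature.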
15-hLO-2 inh = inhibitors of human 15-lipoxygenase 2 (ALOX15B); AID 881; 110,000 tested, 0.56% active; purified 15hLO-2, xylenol orange hydroperoxide absorbance; Potency, µM (doses to about 57.1 µM), for inactives: top-dose activity change, negative = inhibition, actives largely listed as inhibitors; O15296; further: potency means the concentration at half of the fitted maximal effect; nearly all actives have a fitted effect of over 60% in size; many of its hits are not listed in these tables
Target sequence (O15296 whole entry, looked up): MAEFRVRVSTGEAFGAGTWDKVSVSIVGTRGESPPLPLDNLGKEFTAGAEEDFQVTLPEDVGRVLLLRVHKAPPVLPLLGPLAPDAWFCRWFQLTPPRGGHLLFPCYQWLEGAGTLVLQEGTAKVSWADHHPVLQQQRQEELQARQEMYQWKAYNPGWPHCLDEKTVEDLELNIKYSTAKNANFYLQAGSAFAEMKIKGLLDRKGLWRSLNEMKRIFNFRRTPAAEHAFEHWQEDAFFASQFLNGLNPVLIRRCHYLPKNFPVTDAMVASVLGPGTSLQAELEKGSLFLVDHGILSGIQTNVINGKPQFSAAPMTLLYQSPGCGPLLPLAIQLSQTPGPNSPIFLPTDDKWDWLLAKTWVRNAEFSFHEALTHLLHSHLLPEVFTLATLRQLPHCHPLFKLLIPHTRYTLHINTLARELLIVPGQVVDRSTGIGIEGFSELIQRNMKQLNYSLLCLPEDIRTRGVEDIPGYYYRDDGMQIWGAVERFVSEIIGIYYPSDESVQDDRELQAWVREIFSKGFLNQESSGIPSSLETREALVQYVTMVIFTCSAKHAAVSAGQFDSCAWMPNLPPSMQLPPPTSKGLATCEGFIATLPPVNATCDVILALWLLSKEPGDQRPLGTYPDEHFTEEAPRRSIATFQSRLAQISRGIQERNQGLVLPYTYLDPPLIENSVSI
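Purified human 15hLO-2 (50 nM final) preincubated with compounds 15 min at room temperature in 25 mM Hepes pH 7.5, 0.01% Triton X-100, then 45 uM arachidonic acid added for 90 min; hydroperoxide detected via ferrous/xylenol orange, 573/405 nm absorbance ratio.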
Starred values were filed as active, the others as inactive; ? = inconclusive; · = no result given; [ ] = remark or other dose. Unless noted, the call rests on the fitted dose curve; in most records, active means well fitted curve in the direction sought with a large enough effect; inconclusive means small, poorly fitted or top-dose-only effect, or another doubt; inactive means no such curve, though single readings can be large; an effect the other way counts as inactive or inconclusive. Unless noted, on the % scale 0 is the no-effect control and ±100 the full control effect. Only part of the results is shown, so the mix of outcomes need not match the whole.

(1) CCCc1nc(SCC(=O)Nc2nc3c(s2)CCCC3)c2ccccc2n1
(2) CCSc1nc2[nH]ncc2c(=O)[nH]1
(3) Nc1ccc2c3c(cccc13)C(=O)NC2=O
(4) Cc1ccc(C)c(Cn2nnc3c(=O)[nH]c(C4CCCN(C(=O)CC(C)C)C4)nc32)c1 (stereo not given)
(5) O=C(OCc1nnc(-c2ccc(Cl)cc2)o1)c1ccc(=O)n(Cc2ccccc2)n1

Screen / compound no. | 1 | 2 | 3 | 4 | 5
PNC inhibitor | -3 | -87* | · | 18 | ?
IMPase inh | -11 | · | 6 | 5 | 1
ALOX12 inhib | -8% | 0% | -3% | -9% | -6%
15-hLO-2 inh | 43%[activator] | · | -13% | -4% | -5%

The list goes on, starting with the last three of the part before.
(3) Nc1ccc2c3c(cccc13)C(=O)NC2=O
(4) Cc1ccc(C)c(Cn2nnc3c(=O)[nH]c(C4CCCN(C(=O)CC(C)C)C4)nc32)c1 (stereo not given)
(5) O=C(OCc1nnc(-c2ccc(Cl)cc2)o1)c1ccc(=O)n(Cc2ccccc2)n1
(6) COc1ccc([N+](=O)[O-])cc1NC(C)C
(7) O=c1cc(-c2ccccc2)nc(N2CCN(Cc3ccccc3)CC2)[nH]1
(8) Cn1c(=O)c2[nH]c(CN(Cc3ccccc3)Cc3ccccc3)nc2n(C)c1=O
(9) CN(C)c1ccc(-n2cccc2/C=N/n2cnnc2)cc1
(10) O=C(NCCCn1ccnc1)C(=O)NCC1OCCCN1S(=O)(=O)c1ccccc1 (stereo not given)

Screen / compound no. | 3 | 4 | 5 | 6 | 7 | 8 | 9 | 10
PNC inhibitor | · | 18 | ? | 124 | ? | 6 | ? | 2
IMPase inh | 6 | 5 | 1 | · | -12 | 6 | · | ·
ALOX12 inhib | -3% | -9% | -6% | 1% | 1% | 3% | -3% | -1%
15-hLO-2 inh | -13% | -4% | -5% | · | 31%[activator] | 0% | · | ·

(11) O=C(NCc1ccco1)c1ccc(S(=O)(=O)c2cccc(S(=O)(=O)N3CCOCC3)c2)cc1
(12) c1ccc(C2=NCCCN2)cc1
(13) O=C(CCN1C(=O)c2ccncc2C1=O)Nc1ccc2c(c1)OCCO2
(14) Cc1cccc(NC(=O)c2cc(N3C(=O)CCC3=O)ccc2Cl)n1
(15) COc1ccc(NC(=O)NC23CC4CC(CC(C4)C2)C3)cc1OC

Screen / compound no. | 11 | 12 | 13 | 14 | 15
PNC inhibitor | ? | -12 | 3 | 64 | 23
IMPase inh | 16 | 8 | 3 | 7 | -3
ALOX12 inhib | 2% | -3% | -1% | 1% | 7%
15-hLO-2 inh | -13% | 4% | -1%[2.29 µM] | · | 6%

(16) NC(=O)c1ccc(F)cc1
(17) CC(C)[C@H](NC(=O)Nc1ccc2c(c1)OCCO2)C(=O)O
(18) COc1ccc(-c2cnn3c4c(c(C)nc23)CCN4C2CCCC2)cc1OC
(19) CNc1oc(/C=C/c2ccccc2)nc1C#N
(20) Cc1nn2c(nc(N3CCCCC3)c3ccccc32)c1C=O

Screen / compound no. | 16 | 17 | 18 | 19 | 20
PNC inhibitor | -12 | ? | ? | 23 | ?
IMPase inh | -4 | -3 | 16 | · | ·
ALOX12 inhib | 5% | 5% | 1% | -3% | 0%
15-hLO-2 inh | -9% | 0% | 3% | · | ·

The list goes on; it opens with the 4 that closed the last part.
(17) CC(C)[C@H](NC(=O)Nc1ccc2c(c1)OCCO2)C(=O)O
(18) COc1ccc(-c2cnn3c4c(c(C)nc23)CCN4C2CCCC2)cc1OC
(19) CNc1oc(/C=C/c2ccccc2)nc1C#N
(20) Cc1nn2c(nc(N3CCCCC3)c3ccccc32)c1C=O
(21) O=C(CCS(=O)(=O)c1ccc(Br)cc1)N1CCN(c2ccccc2Cl)CC1
(22) C=C(C)C(=O)OCCCCCCOc1ccc(C(=O)O)cc1
(23) OCC1OC(Oc2cccc3cccnc23)C(O)C(O)C1O (stereo not given)
(24) CCC1CCCCN1c1cc(C)nc2cc(-c3cccc(C)c3)nn12 (stereo not given)
(25) CCOc1c2ccc(C(=O)NCc3ccc(OC)cc3)cc2nn1CCOC
(26) OC[C@@H]1[C@@H](c2ccc(Cl)cc2)C(c2ccccc2)=NN1c1ccccc1
(27) CCOC(=O)CN1C(=O)S/C(=C/c2ccc3c(c2)n(C)c(=O)n3C)C1=O

Screen / compound no. | 17 | 18 | 19 | 20 | 21 | 22 | 23 | 24 | 25 | 26 | 27
PNC inhibitor | ? | ? | 23 | ? | ? | 10 | · | ? | ? | · | -1
IMPase inh | -3 | 16 | · | · | 2 | 9 | -10 | 9 | -3 | · | ·
ALOX12 inhib | 5% | 1% | -3% | 0% | -12% | -1% | -2% | -4% | 4% | -22%[0.00818 µM] | -1%
15-hLO-2 inh | 0% | 3% | · | · | 5% | -5% | -5% | 30%[activator] | -2% | ? | ·
